# High-throughput results from PubChem BioAssay.
# G9a inh: G9a (human) methyltransferase inhibition; Q96KQ7; G9a H3K9 monomethylation, AlphaScreen, 2 h; Potency, µM (top dose mostly 102 µM), for inactives: at the highest dose activity, negative = inhibition, usual class: inhibitors; 350,000 compounds, 8.8% hits; further: on the % scale 0 is the no-effect control and ±100 the full control effect; nearly all actives have a fitted effect of over 75% in size
#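 Quantitative HTS format: methyltransferase activity on a biotin-tagged H3K9 peptide is measured by AlphaScreen, using a rabbit anti-monomethyl-H3K9 antibody with streptavidin donor and anti-IgG acceptor beads. Final levels are 20 nM enzyme, 500 nM peptide, 20 uM SAM; 2 h RT.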
# POLI inh: DNA polymerase iota (human) inhibition; 390,000 compounds, 1% hits; Pol iota fluorescent replication assay, 10 min; AID 588590; Potency, µM (titrated, usually from 115 µM), for inactives: at the top dose activity, negative = inhibition, most hits filed as inhibitors; Q9UNA4
#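 Fluorescent replication assay read twice, at 0 min and 10 min after adding 50 nM (final) substrate. Enzyme (10 nM) and compounds were first incubated 15 min at room temperature; enzyme-free buffer wells were negative controls.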
# APE1 inh: inhibitors of human APE1 endonuclease; P27695; AID 2517; Potency, µM (top dose mostly 65.8 µM), for inactives: at the highest dose activity change, negative = inhibition, usual class: inhibitors; 350,000 compounds, 0.35% hits; recombinant APE1, TAMRA/BHQ-2 abasic DNA cleavage fluorescence;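 further: plate controls were vehicle for no effect and reference inhibitor for full effect; nearly all actives have a fitted effect of over 55% in size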
#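 Endonuclease cleavage of a quenched abasic-site DNA duplex (50 nM) by APE1 (0.75 nM) was tracked by TAMRA dequenching. Compounds were preincubated with enzyme 15 min at room temperature; data normalized to buffer-only and DMSO wells plus NSC13755 control.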
# BLM inh: blocks DNA unwinding by human BLM helicase | P54132 | recombinant BLM DNA unwinding, fluorescence dequenching | Potency, µM (titrated, usually from 56.1 µM), inactives show at the top dose activity change, negative = inhibition, usual class: inhibitors | 350,000 compounds, 0.2% hits | AID 2528;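 further: plate controls were vehicle for no effect and no enzyme for full effect; nearly all actives have a fitted effect of over 35% in size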
# POLK inh: inhibitors of human DNA polymerase kappa; Q9UBT6; purified Pol kappa, fluorescent DNA synthesis assay, 10 min; Potency, µM (highest dose often 107 µM), inactives show at the top dose activity, negative = inhibition, actives largely listed as inhibitors; 400,000 compounds, 0.53% hits; further: on the % scale 0 is the no-effect control and ±100 the full control effect
#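 Enzyme at 10 nM met test compounds for 15 min at room temperature. Substrate addition (50 nM final) began the reaction, which was monitored by fluorescence at 0 and 10 min.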
# Pol beta inh: inhibitors of human DNA polymerase beta. P06746. Pol beta primer extension/strand displacement, fluorescence kinetic. Potency, µM (top dose mostly 114 µM), without a hit: at the top dose activity change, negative = inhibition, actives largely listed as inhibitors. 340,000 compounds, 1.3% hits; further: on the % scale 0 is the no-effect control and ±100 the full control effect
#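 Pol beta (10 nM) was preincubated with compound for 15 min at room temperature. The reaction was then started with 50 nM substrate and read immediately and after a further 10 min at room temperature.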
# JMJD2A Tudor inh: blocks the human JMJD2A Tudor domain; O75164; AlphaScreen JMJD2A-Tudor / H3K4me3 peptide binding; Potency, µM (titrated, usually from 114 µM), for the others: at the highest dose activity change, negative = inhibition, most hits filed as inhibitors; 390,000 compounds, 4.4% hits; further: on the % scale 0 is the no-effect control and ±100 the full control effect; nearly all actives have a fitted effect of over 50% in size
# BAZ2B inh: blocks human BAZ2B; Potency, µM (top dose mostly 114 µM), for the others: at the top dose activity change, negative = inhibition, actives largely listed as inhibitors; AlphaScreen BAZ2B-H3K14Ac peptide displacement; 360,000 compounds, 4.4% hits; further: on the % scale 0 is the no-effect control and ±100 the full control effect; nearly all actives have a fitted effect of over 60% in size
# Target sequence (Q9UIF8 whole entry, looked up): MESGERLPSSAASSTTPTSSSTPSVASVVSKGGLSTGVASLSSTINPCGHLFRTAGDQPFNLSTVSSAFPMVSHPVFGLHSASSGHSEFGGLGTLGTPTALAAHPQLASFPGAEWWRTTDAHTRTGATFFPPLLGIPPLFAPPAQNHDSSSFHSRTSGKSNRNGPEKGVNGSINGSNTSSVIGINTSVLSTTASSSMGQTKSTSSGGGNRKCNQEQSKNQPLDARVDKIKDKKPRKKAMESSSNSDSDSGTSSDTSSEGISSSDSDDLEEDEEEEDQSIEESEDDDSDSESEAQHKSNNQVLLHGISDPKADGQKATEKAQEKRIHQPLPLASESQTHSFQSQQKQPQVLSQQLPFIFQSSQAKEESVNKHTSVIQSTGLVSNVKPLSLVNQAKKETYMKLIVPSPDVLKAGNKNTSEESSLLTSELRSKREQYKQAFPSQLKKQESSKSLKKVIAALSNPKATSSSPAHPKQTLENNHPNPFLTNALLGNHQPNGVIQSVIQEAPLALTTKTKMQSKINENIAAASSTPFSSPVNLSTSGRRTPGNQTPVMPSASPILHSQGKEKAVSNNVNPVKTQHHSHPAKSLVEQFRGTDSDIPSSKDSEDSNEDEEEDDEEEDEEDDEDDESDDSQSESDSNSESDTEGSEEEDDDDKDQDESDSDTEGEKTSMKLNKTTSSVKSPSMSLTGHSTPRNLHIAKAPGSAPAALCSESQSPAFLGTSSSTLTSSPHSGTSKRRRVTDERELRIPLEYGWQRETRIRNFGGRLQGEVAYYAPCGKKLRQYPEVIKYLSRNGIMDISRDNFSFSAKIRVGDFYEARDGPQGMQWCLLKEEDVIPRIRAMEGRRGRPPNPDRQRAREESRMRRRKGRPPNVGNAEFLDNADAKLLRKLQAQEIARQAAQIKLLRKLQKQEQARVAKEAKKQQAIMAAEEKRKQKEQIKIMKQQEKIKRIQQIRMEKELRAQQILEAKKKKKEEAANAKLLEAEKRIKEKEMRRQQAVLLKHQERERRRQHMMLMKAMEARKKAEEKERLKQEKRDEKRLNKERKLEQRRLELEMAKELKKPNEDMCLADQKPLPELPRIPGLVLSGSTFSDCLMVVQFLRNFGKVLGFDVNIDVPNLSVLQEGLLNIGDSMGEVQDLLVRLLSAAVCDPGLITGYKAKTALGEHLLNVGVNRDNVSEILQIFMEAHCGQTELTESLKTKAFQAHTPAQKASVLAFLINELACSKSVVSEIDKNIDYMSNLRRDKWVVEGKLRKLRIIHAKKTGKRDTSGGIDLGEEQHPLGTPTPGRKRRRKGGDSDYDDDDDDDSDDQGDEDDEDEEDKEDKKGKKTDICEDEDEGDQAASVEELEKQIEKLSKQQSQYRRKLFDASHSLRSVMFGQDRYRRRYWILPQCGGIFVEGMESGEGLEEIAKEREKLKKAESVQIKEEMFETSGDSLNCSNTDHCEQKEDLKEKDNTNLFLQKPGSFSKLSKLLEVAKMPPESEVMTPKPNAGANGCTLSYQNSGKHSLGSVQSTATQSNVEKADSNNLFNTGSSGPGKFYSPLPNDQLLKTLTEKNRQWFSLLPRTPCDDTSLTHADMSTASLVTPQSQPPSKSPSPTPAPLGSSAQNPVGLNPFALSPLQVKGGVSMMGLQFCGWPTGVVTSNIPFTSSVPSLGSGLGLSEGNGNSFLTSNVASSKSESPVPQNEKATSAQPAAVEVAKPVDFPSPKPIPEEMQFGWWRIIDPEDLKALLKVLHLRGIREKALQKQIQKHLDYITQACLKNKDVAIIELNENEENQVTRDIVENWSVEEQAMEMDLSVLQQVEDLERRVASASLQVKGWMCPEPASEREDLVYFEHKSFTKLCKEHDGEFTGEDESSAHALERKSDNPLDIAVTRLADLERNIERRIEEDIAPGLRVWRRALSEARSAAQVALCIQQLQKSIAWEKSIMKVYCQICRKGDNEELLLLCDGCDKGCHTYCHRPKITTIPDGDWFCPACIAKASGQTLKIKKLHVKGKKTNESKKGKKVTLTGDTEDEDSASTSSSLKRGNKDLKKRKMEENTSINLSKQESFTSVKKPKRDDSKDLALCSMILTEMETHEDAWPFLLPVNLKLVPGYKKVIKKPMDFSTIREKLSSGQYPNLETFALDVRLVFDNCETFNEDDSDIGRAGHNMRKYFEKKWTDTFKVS
#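 AlphaScreen displacement: compounds (up to 110uM) incubated 30 min at room temperature with a preformed 50 nM BAZ2B/50 nM biotinylated H3K14Ac peptide complex in PBS pH 7.4 with Tween-20. Donor and acceptor beads at 10 ug/mL final added, 20 min light-protected before reading.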
# POLH inh: DNA polymerase eta (human) inhibition; 390,000 compounds, 1.2% hits; AID 588591; Q9Y253; recombinant Pol eta, fluorescent DNA replication assay; Potency, µM (highest dose often 114 µM), inactives show top-dose activity change, negative = inhibition, hits mostly inhibitors; further: on the % scale 0 is the no-effect control and ±100 the full control effect
#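 Fluorescent replication assay: 50 nM final substrate added after a 15 min room-temperature compound preincubation with 10 nM enzyme. Signal taken at 0 min and again at 10 min.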
# An asterisk follows results filed as active; ? = inconclusive; . = no result given; [ ] = another dose, or the depositor's remark. The call rests on the fitted dose curve; in most records, active means well fitted curve in the direction sought with a large enough effect; inconclusive means small, poorly fitted or top-dose-only effect, or another doubt; inactive means no such curve, though single readings can be large; an effect the other way counts as inactive or inconclusive. Potency means the concentration at half of the fitted maximal effect. A portion of the library, so the mix of outcomes need not match the whole.
no. | compound | G9a inh | POLI inh | APE1 inh | BLM inh | POLK inh
1 | O=C(c1cccc(S(=O)(=O)N2CCCCC2)c1)N1CCOCC1 | 11%[59 µM] | -12% | -3% | 0% | 9%
2 | CC1=NN(c2ccccc2)C(=O)/C1=C\C=C\c1ccccc1 | 2.2µM* | ? | 1% | -8% | -16%
3 | Cc1ccc(-c2c(C#N)c(N)n(-c3ccccc3)c(=O)c2C#N)cc1 | 10% | -2% | 6% | -4% | 0%
4 | CCOc1ccc(OCc2ccc(C(=O)NN)o2)cc1 | . | ? | 15% | -4% | -10%
5 | CCn1c(SCC(=O)N2CCCCC2)nnc1-c1ccc(S(=O)(=O)N2CCN(C)CC2)cc1 | -26%[12.7 µM] | ? | -6% | -1% | -7%
6 | O=C(CSc1nc2c([nH]c3ccccc32)c(=O)n1-c1ccccc1)Nc1ccccc1F | 15%[59 µM] | -3% | . | -1% | -5%[60.1 µM]
7 | COc1ccc(N2C3=[N+](CCCC3)CC2(C)O)cc1 (stereo unspecified) | -30%[12.7 µM] | -7%[58.9 µM] | -3% | 0% | -7%
8 | COCCNc1ncnc2c1cnn2-c1cc(Cl)ccc1C | 1%[59 µM] | 12% | . | 2% | -1%[60.1 µM]
9 | Cc1ccc(C)c(Cn2cnc3c(cnn3-c3ccc(F)cc3)c2=O)c1 | 7%[59 µM] | 15% | . | 1% | 6%
10 | COc1ccccc1/C=C/C=N/n1c(-c2ccccc2)n[nH]c1=S | . | 6% | 10% | -8% | -19%
11 | COc1ccccc1CNS(=O)(=O)c1ccc(N2CCCC2)cc1Br | . | 16% | 14% | . | -2%
12 | Cc1ccc(NC(=O)CSc2ccc(-c3ccc(-n4cccn4)cc3)nn2)c(C)c1 | -23% | 25% | 17% | . | 6%

no. | Pol beta inh | JMJD2A Tudor inh | BAZ2B inh | POLH inh
1 | 2% | -4% | 17% | -6%
2 | ? | 10µM* | 4µM* | 79µM*
3 | 16% | -12% | 0%[57.1 µM] | -14%
4 | 4% | -9% | -9% | -8%
5 | -16% | -7% | -6% | -7%
6 | -8% | -5% | 1% | 8%
7 | 5% | -8% | 4% | -13%
8 | -21% | 0% | 1% | -10%
9 | 31% | 5% | 36% | -10%
10 | -19% | -36% | -3% | -3%
11 | . | -16% | . | -13%
12 | . | -8% | -8% | -5%

# Next records.
no. | compound | G9a inh | POLI inh | APE1 inh | BLM inh | POLK inh
13 | CCc1ccc(CN2C(=O)c3ccccc3C2C(=O)NC2CCCCCC2)cc1 (stereo unspecified) | -27%[59 µM] | 11% | . | -3% | -4%
14 | O=S(=O)(Nc1nccs1)c1ccc(NS(=O)(=O)c2c(F)cc(F)c(Cl)c2F)cc1 | . | ? | 20% | . | -12%
15 | COc1cc(C(c2c(C)[nH][nH]c2=O)c2c(C)[nH][nH]c2=O)cc([N+](=O)[O-])c1O | ? | ? | 11% | -1% | -4%
16 | COc1ccccc1Nc1nc(NCCCCO)nc(N2CCCC2)n1 | . | 13% | . | . | 2%
17 | C=CCNCC(=O)Nc1ccccc1SCC(=O)Nc1ccsc1C(=O)OC | ? | 60%[activator] | 6% | -2% | -8%
18 | O=C1CCC(C(=O)OCC(=O)Nc2ccc(Cl)cc2C(F)(F)F)=NN1 | . | -24% | 19% | . | 6%
19 | CCC(=O)N1CCC(NC(=O)Nc2ccc(OC(F)(F)F)cc2)CC1 | -2%[0.501 µM] | -12% | 25% | . | -10%
20 | COC(=O)c1sc2cc(C(F)(F)F)cnc2c1-c1ccccn1 | -35% | 52%[activator] | 0% | -2% | 6%
21 | Cc1ccc(C)c(NS(=O)(=O)c2cc3c(cc2Cl)NC(=O)CO3)c1 | ? | 25% | . | -11% | -5%
22 | CCOc1cc(/C=N/NC(=O)OC)ccc1OCCSc1ccc(Cl)cc1 | 20%[59 µM] | 10% | -7% | -3% | -2%
23 | CCc1ccc(S(=O)(=O)Nc2ccc(-c3ccc4nncn4n3)cc2)s1 | 4%[0.501 µM] | 56%[activator] | 12% | . | -13%
24 | CC(=O)NC(C)c1ccc(Cl)c(Cl)c1 (stereo unspecified) | 20% | 10% | -2% | 1% | -7%

no. | Pol beta inh | JMJD2A Tudor inh | BAZ2B inh | POLH inh
13 | -19% | -11% | 0% | -14%
14 | . | -14% | . | 50µM*
15 | -2% | 45µM* | ? | -9%
16 | . | -27% | . | -9%
17 | 6% | -23% | -11% | -9%
18 | . | 7% | . | -16%
19 | . | 5% | 1% | -12%
20 | 7% | -5% | 0% | 7%
21 | 2% | ? | ? | -4%
22 | 17% | -5% | -1% | -14%
23 | . | -3% | -4% | -22%
24 | -13% | -12% | 5% | -10%

# The results go on:
no. | compound | G9a inh | POLI inh | APE1 inh | BLM inh | POLK inh
25 | O=C1C=C(c2cc3ccccc3s2)CCC1 | . | -28% | . | . | 7%
26 | COC(=O)CCC(=O)NC(=S)Nc1ccc(S(=O)(=O)Nc2cc(OC)nc(OC)n2)cc1 | 50µM* | 15% | 3% | 3% | 1%
27 | Cc1ccc(C2=N/C(=C\N3CCCCC3)C(=O)O2)cc1 | -32%[59 µM] | 6% | -2% | -11% | -20%
28 | COc1ccc(N=c2oc3cc(O)ccc3cc2C(=O)Nc2ccccn2)cc1OC | 0% | -5% | -1% | -2% | -7%
29 | O=C(Nc1ccc(F)cc1)OCCOc1ccc(Br)cc1 | 1% | 14% | -3% | -5% | -3%
30 | COc1ccc(N(C(=O)COc2ccccc2)C2C=CS(=O)(=O)C2)cc1 (stereo unspecified) | 9%[12.7 µM] | 1% | 3% | -3% | -3%
31 | COc1ccccc1N(CC(=O)N1CCc2ccccc2C1)S(C)(=O)=O | 12% | 99%[activator] | -6% | -1% | -4%
32 | O=C(Nc1ccc(OC(F)F)c(Cl)c1)c1cccc(OC(F)F)c1 | 65%[activator][59 µM] | 12% | 3% | -1% | -8%
33 | CC(C)(C)C1CCC(C(=O)NNC(=O)c2ccncc2)CC1 (stereo unspecified) | 8%[59 µM] | 29% | 13% | . | 1%
34 | CC1(C)Cc2c(sc3nc(SCC(=O)NCc4ccco4)n(-c4ccccc4)c(=O)c23)CS1 | -30% | ? | 3% | -7% | -24%
35 | CCc1nnc(NC(=O)C2CC(=O)N(C3CCCC3)C2)s1 (stereo unspecified) | ? | 33%[activator] | 7% | 1% | -11%
36 | CC(C)CCNC(=O)c1cc(-c2ccco2)nc2ccccc12 | 31%[12.7 µM] | 18% | -3% | 0% | 0%

no. | Pol beta inh | JMJD2A Tudor inh | BAZ2B inh | POLH inh
25 | . | -10% | . | 0%
26 | -27% | -6% | -19% | -22%
27 | -19% | ? | ? | -9%
28 | 13% | -17% | -17% | ?
29 | -2% | -5% | 4% | -11%
30 | -1% | 0% | -1% | 1%
31 | 0% | -11%[11.4 µM] | -2% | -5%
32 | ? | 28% | 1% | -13%
33 | . | -7% | -2% | -24%
34 | ? | -23% | -18% | -3%
35 | 6% | 2% | 8% | 0%
36 | -2% | -10% | -6% | -5%

# Further compounds follow.
no. | compound | G9a inh | POLI inh | APE1 inh | BLM inh | POLK inh
37 | Cc1cccc(N2C(=O)C(O)=C(C(=O)c3cccs3)C2c2ccccc2)n1 (stereo unspecified) | -49% | 9% | -1% | -3% | -2%
38 | O=C1COc2cc(S(=O)(=O)CCC(=O)N3CCN(c4ccccc4F)CC3)c(Cl)cc2N1 | 0%[59 µM] | 9% | . | -1% | 3%
39 | CC(OC(=O)c1ccc2ncsc2c1)C(=O)NC1CCCCC1C (stereo unspecified) | -43% | 1% | 33% | . | 1%
40 | Cc1ccc(CNC(=S)Nc2ccc(C)c([N+](=O)[O-])c2)cc1 | 12% | 13% | 3% | -4% | -6%
41 | COc1cc2ccccc2cc1C(=O)OCC(=O)N1CCOCC1 | -13%[59 µM] | 20% | 7% | 1% | -1%
42 | CC(C)(Oc1ccc(Cl)cc1)C(=O)Nc1ccc(S(=O)(=O)Nc2ncccn2)cc1 | 23%[59 µM] | 25% | 34%[12.4 µM] | -1% | 4%
43 | O=C(c1ccc(F)c(F)c1)N1CCCc2ccccc21 | 30% | -14% | 9% | 1% | -16%
44 | CC(C)NC(=O)COC(=O)c1ccc(Cl)c(S(=O)(=O)N2CCCC2)c1 | 5%[59 µM] | ? | ? | -2% | -13%
45 | N#Cc1nc(-c2ccccc2)oc1N1CCCCC1 | ? | -5% | 1% | 1% | -10%
46 | CC(=O)c1cccc(NC(=O)N2CCC(c3nnc(SCC(N)=O)n3C)CC2)c1 | -39%[59 µM] | -2% | -6% | 0% | -12%
47 | CCCCOc1ccc(S(=O)(=O)n2nc(C)c(S(=O)(=O)N3CCCCCC3)c2C)cc1 | -37%[59 µM] | 16% | . | 0% | -8%[60.1 µM]
48 | COc1ccccc1CNS(=O)(=O)c1cc(C)ccc1OC | -11%[59 µM] | 23% | -4% | 4% | 1%

no. | Pol beta inh | JMJD2A Tudor inh | BAZ2B inh | POLH inh
37 | 1% | -6% | -16% | -15%
38 | 11% | -17% | 6% | 2%
39 | . | -4% | 2% | -8%
40 | 0%[57.1 µM] | -13% | 4% | -7%
41 | -14% | -3% | -8% | -1%
42 | 23% | -21% | 0% | -4%
43 | 5% | -5% | 4% | -6%
44 | ? | -22% | -11% | ?
45 | 34%[activator] | -16% | -33% | -2%
46 | 1% | -8% | -17% | -2%
47 | 1% | -12% | -3% | -18%
48 | 5% | -8% | 8% | -21%

# Further entries.
no. | compound | G9a inh | POLI inh | APE1 inh | BLM inh | POLK inh
49 | Cc1c(C(=O)Nc2ccccn2)oc2ccccc12 | 15%[59 µM] | -26% | -6% | 2% | 0%
50 | Cc1ncc(CO)c(/C=N/Nc2cccc(Cl)n2)c1O | 14% | 5% | -10% | -2% | -11%
51 | CC(C(=O)NC1=NCCS1)(C(F)(F)F)C(F)(F)F | 24%[59 µM] | 13% | 6% | 0% | -10%
52 | COc1ccc(CCNC(=O)Cn2nnc(-c3ccc(C(F)(F)F)cc3)n2)cc1OC | 2%[59 µM] | ? | . | -2% | -27%

no. | Pol beta inh | JMJD2A Tudor inh | BAZ2B inh | POLH inh
49 | 7% | 19% | -3% | 5%
50 | -4% | -35% | 7% | -8%
51 | 1% | -6% | 0% | -22%
52 | 9% | -4% | -12% | -11%
